TAG inh – inhibitors of triacylglycerol accumulation, primary screen, cell-based, uHTS, fluorescence, H9c2 | 230,000 tested, 0.66% active | AID 651582, 2012 | inhibition, % at 12.5 µM | H9c2 cells, Nile Red lipid (TAG) fluorescence; cells loaded with 200 µM oleic acid;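 active = pattern-corrected inhibition of lipid staining of at least 50% with the nuclear-stain viability signal not falling by more than 50%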;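 note: 0% = DMSO wells and 100% = triacsin C control wells; some results filed as inactive read as strong as hits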
TAG inh DAPI viability – further read-out of TAG inh, marked with its call; DAPI nuclei signal change (viability), lower = more cytotoxic, %;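 whole-well DAPI fluorescence read on a plate reader as a viability signal; minus 50 percent equals half of cells still viable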
* hit, by the source's call. An excerpt; count on the stated rates, not on these rows.

molecule	TAG inh DAPI viability	TAG inh
COc1ccc(/C=[N+](\[O-])C2N(c3ccccc3)C(=S)SC2(C)C)cc1OC (stereo not given)	-2.2	-15.9
Cc1nc2c(-c3ccc(F)cc3)c(C)nn2c(C)c1CCC(=O)NC(C)CCc1ccco1 (stereo not given)	-15.2	15.5
COc1cccc(NC(=O)CN(C)C(=O)CSc2ccc3c(c2)OCCO3)c1	-9.8	10.6
C/C(=N\N1CCN(c2ccccc2)CC1)c1ccncc1	-6.4	7.2
CCOC(=O)CSc1nc(C(C)(C)C)cc(C(F)(F)F)c1C#N	1.9	-4.3
CCCN1C(=O)c2cc(C(=O)NC3CCCCCC3)ccc2C1O (stereo not given)	4.6	4.9
O=C(CSc1ncnc2c1nnn2Cc1ccccc1F)NCC1CCCO1 (stereo not given)	-8.2	-15.0
Cc1cccc(N(C)S(=O)(=O)c2ccc3c(c2)NC(=O)CC(=O)N3)c1	5.2	-7.3
O=C(COC(=O)Cc1ccc(Br)cc1)NC1CCCC1	1.1	-6.1
Cc1ccc(NC(=O)c2cccc(S(=O)(=O)N3CCCc4ccccc43)c2)nc1	-4.6	-13.2
CC(Sc1nc2c(c(=O)n(C)c(=O)n2C)n1Cc1cc2c(cc1Cl)OCO2)C(=O)O (stereo not given)	13.2	5.6
O=C(NCCN1CCN(C(=O)c2ccc(Br)cc2)CC1)c1ccc(Br)cc1	-0.2	-1.4
C=C1CCN([C@@H](CC(C)C)C(=O)NCc2ccc(Cl)cc2)S(=O)(=O)c2ccccc21	0.7	-49.5
CN(C)C=Nc1ncc2c3ccccc3n(Cc3ccccc3)c2c1C#N	2.8	20.1
O=C(NNC(=O)c1ccc2ccccc2n1)c1ccc(O)cc1	1.9	-20.1
O=C(CCC(=O)NC1CCCCC1)Nc1cccnc1	-4.6	3.7
COc1ccc(-c2nnn(-c3ccc(Cl)cc3Cl)c2N)cc1	0.6	-4.8
COc1ccc(C(=O)COC(=O)c2ccccn2)cc1OC	-5.6	3.8
CCC(C)n1cnc2c(c1=O)c1nc3ccccc3nc1n2Cc1ccccc1OC (stereo not given)	2.3	27.9
Cc1ccc(NC(=O)CSc2nnc3ccc(-c4ccncc4)nn23)cc1	-2.1	9.5
COc1ccc(-c2nnc(NC(=O)C3CC3)o2)cc1	7.4	0.8
Cc1nn(C)c(C(=O)Nc2cccc(Nc3ccccc3)c2)c1[N+](=O)[O-]	-2.6	4.5
COc1ccccc1C(=O)NNC(=O)c1ccc(Br)cc1	4.3	-10.1
O=C(Nc1cc(C(F)(F)F)ccc1N1CCOCC1)c1cccc(S(=O)(=O)N2CCOCC2)c1	10.1	4.8
CCOc1ccc(N2CC(O)(c3cccs3)[N+]3=C2CCCC3)cc1 (stereo not given)	0.1	-1.1
CC(O)c1c(OCc2ccccc2)ncnc1OCc1ccccc1 (stereo not given)	10.0	-12.7
CCN(CC)C(=O)CSc1nc(N)c2c3c(sc2n1)CC(C)CC3 (stereo not given)	9.9	-18.7
CCc1ccc(CN(C)C(=O)CCc2nnc(Cc3cccc(C)c3)o2)nc1	-3.0	5.8
COc1ccc(NC(=O)COC(=O)Cc2coc3cc(OC)ccc23)c(OC)c1	-2.8	10.4
CC1(C)CC2CC(C)(CN2C(=O)COC(=O)c2cccc(O)c2)C1 (stereo not given)	-3.3	-10.4
O=C(Nc1ccc(N2CCN(C(=O)c3ccc(Cl)cc3)CC2)cc1)c1ccc([N+](=O)[O-])o1	-78.9	116.3
Cc1ccc(C2/C(=C(/O)c3ccc(OC(C)C)cc3)C(=O)C(=O)N2CCN2CCOCC2)cc1 (stereo not given)	2.4	10.2
O=C(Nc1nnc(-c2ccc3c(c2)CCCC3)o1)c1ccccc1	4.6	7.9
COc1ccc(-c2[nH]c3ccccc3c2SCCNC(=O)c2cc3ccccc3oc2=O)cc1	19.1	-5.4
O=C(CSc1nnc(-c2cccc(S(=O)(=O)N3CCCC3)c2)n1-c1ccccc1)Nc1cccc(C(=O)O)c1	-0.3	1.1
COc1cc(C(=O)N2CCN(c3cc(Cl)ccc3Cl)CC2)cc(OC)c1OC	-40.5*	54.3*
CCN(CC)S(=O)(=O)c1ccc(Br)c(OC)c1	5.9	0.4
CCS(=O)(=O)Nc1cccc(C2=NN(S(C)(=O)=O)C(c3ccccc3)C2)c1 (stereo not given)	5.0	2.3
COc1ccc(CCNC(=O)c2ccc3nc(-c4ccco4)c(-c4ccco4)nc3c2)cc1OC	-10.9	11.9
Cc1sc(NC(=O)Nc2ccccc2)c(C(N)=O)c1C	0.7	1.4
O=C(COc1ccc(-c2ccccc2)cc1)NNC(=O)Nc1ccccc1	2.5	-1.7
CC1=Nn2c(nnc2-c2cc(-c3ccccc3)n[nH]2)SC1	-15.4	20.9
CC(=O)NC(c1ccc(F)c(F)c1)c1nc(-c2cccc(C(F)(F)F)c2)cs1 (stereo not given)	6.6	1.7
N#Cc1ccc(C(=O)NC(=S)NC2CCCCC2)cc1	-10.2	10.5
COc1ccc(C(=O)OCC(=O)NCC2CCCO2)cc1[N+](=O)[O-] (stereo not given)	1.8	11.6
COC(=O)Nc1ccc(SCC(=O)c2ccccc2)cc1	-4.3	-19.8
COc1ccc(N2CCN(C(=O)COC(=O)CNC(=O)c3cccc(OC(F)F)c3)CC2)cc1	-2.7	3.9
O=C(N/N=C/c1cccc(O)c1)c1csc2ccccc12	6.5	-24.3
O=C(NCc1cccs1)C(Cc1ccccc1)n1cccc1 (stereo not given)	3.1	-1.3
Cc1nn(-c2ccccc2)c2nc(N)c(C#N)c(-c3ccc(F)cc3)c12	27.7	-97.9

(further entries)
molecule	TAG inh DAPI viability	TAG inh
Cn1c(C(=O)O)cc2cc(F)ccc21	-15.2	17.8
Oc1ccc(Cl)cc1Cc1cc(Cl)ccc1O	2.6	-13.6
CC(O)CSc1nc2c(c(=O)n(C)c(=O)n2C)n1CCCc1ccccc1 (stereo not given)	-10.3	11.0
Cc1cccc(Cn2c(O)c(N=NC(=S)Nc3ccccc3F)c3ccccc32)c1	-18.2	6.4
O=C(OCC(=O)N1CCCc2ccccc21)c1cccnc1Cl	-2.7	1.5
COc1ccc(C(=O)OCC(=O)NCc2ccc3c(c2)OCO3)cc1S(=O)(=O)N1CCOCC1	-5.7	-7.3
O=CNCc1nc2ccccc2n1CCc1ccccc1	-3.5	9.6
CC(=O)Nc1cncc(-c2ccccc2F)n1	-5.9	5.0
COc1cc(C(O)c2nc(-c3cccc(NC(C)=O)c3)cs2)ccc1F (stereo not given)	4.0	0.2
Cc1cc(Cl)c(S(=O)(=O)N(C)C)cc1OCC(N)=O	10.6	-12.1
N/C(Cc1ccccc1)=N\OC(=O)c1cccc2ccccc12	1.2	-1.0
O=C(CC12CC3CC(CC(C3)C1)C2)N1CCCOC1	4.7	-11.1
O=C(O)Cn1c(-c2ccccn2)nc2ccccc21	-5.6	3.9
COc1cc(CCCN2CCNC[C@@H]2C(C)O)cc(OC)c1OC (stereo not given in full)	3.9	8.1
CNc1nc(C)c(C(=O)OCc2ccccc2)s1	11.2	-15.8
CC(=O)OC(C(=O)NCCN1CCOCC1)c1c(F)cccc1F (stereo not given)	-0.4	3.3
O=c1c2c([nH]c3ccccc13)C(=C1CCCC1)CC2	12.1	-6.9
Cn1cc(CN2CCCC(C(=O)Nc3cccc(-c4cc5ccccc5[nH]4)c3)C2)cn1 (stereo not given)	-1.8	27.9
CCCNC(=O)C1(CC2CC(c3ccccc3)=NO2)CCN(C(=O)Cc2ccc(F)cc2)CC1 (stereo not given)	-14.8	-7.3
Cc1ccc(C(=O)Nc2cccnc2)cc1Cl	-4.5	-11.3
O=C1Cc2cc(S(=O)(=O)N3CCCCC3)ccc2N1	-7.8	-8.3
O=C(N/N=C/c1ccoc1)c1cccc([N+](=O)[O-])c1	12.5	14.1
O=C(C1=C[C@H](c2csc3ccccc23)C[C@H](OCc2ccc(CO)cc2)O1)N1CCN(Cc2ccc3c(c2)OCO3)CC1	3.6	2.1
CN(C)c1ccc(C2C3CCCc4ccccc4C3=NN2C)cc1 (stereo not given)	-2.4	-47.3
Cc1ccccc1N1CCN(S(=O)(=O)CC23CCC(CC2=O)C3(C)C)CC1 (stereo not given)	-5.8	1.5
C=CCNc1ncnc2c1[nH]c1ccccc12	-12.3	4.4
O=c1c(Cc2c(F)cccc2Cl)c(O)ccn1C1CCCCCC1	10.1	4.3
Cc1ccc(NC(=O)CCS(=O)(=O)c2cccc3nonc23)cc1	-12.3	12.3
CCC(CO)Oc1cc(NCc2cccc(OC)c2)c2ncn(C(C)C)c2c1 (stereo not given)	-3.5	-23.5
CCOc1ccc(C2SCC(=O)N2c2c(C)n(C)n(-c3ccccc3)c2=O)cc1 (stereo not given)	-0.6	4.5
O=C(CNC(=O)c1ccncc1)N/N=C/c1ccc(O)cc1O	-10.1	-5.5
CCOc1ccccc1-n1c(C)cc(C=O)c1C	5.6	-8.0
CCc1ccc(C(=O)NNC(=O)CN2C(=O)NC3(CCCC3)C2=O)cc1	5.7	2.3
O=C(COC(=O)c1ccccn1)Nc1ccc2c(c1)OCCO2	1.4	-18.0
CC1(c2nnc(-c3ccncc3)o2)CC(c2c(Cl)cccc2Cl)=NO1 (stereo not given)	1.2	4.0
COc1cccc(-c2cnc(C(O)c3c(C)cccc3C)[nH]2)c1 (stereo not given)	-4.4	6.2
COc1c(F)c(F)c(C(=O)Nc2ccccc2N2CCN(C(C)=O)CC2)c(F)c1F	-12.1	35.6
COc1ccc(Cl)cc1N1C(=O)C2CCCN2C1c1ccccc1F (stereo not given)	3.5	-0.9
CCOc1ccccc1C(=O)NC(C(=O)N(C)c1c(N)n(Cc2ccccc2)c(=O)[nH]c1=O)C(C)C (stereo not given)	7.0	-26.9
CC(Sc1nc(-c2ccco2)nc2c1c(=O)n(C)c(=O)n2C)C(=O)O (stereo not given)	2.7	-5.4
COCCN(C(=O)Cn1nnc2ccccc21)C(C(=O)NC1CCCCC1)c1ccc(OC)cc1OC (stereo not given)	0.6	17.1
OC1(c2cccs2)CN(c2ccc(Cl)cc2)C2=[N+]1CCCS2 (stereo not given)	4.9	-8.0
O=C(Cn1ccc(NC(=O)OCc2ccccc2)nc1=O)NCCN1CCOCC1	-11.2	-7.9
COc1ccc(S(=O)(=O)NCC(c2ccco2)N2CCc3ccccc3C2)cc1 (stereo not given)	-7.2	-12.6
COc1ccc(NC(C)=O)cc1S(=O)(=O)N1CCN(C/C=C/c2ccccc2)CC1	5.2	-7.0
Nc1nc(NCCCN2CCOCC2)nc(Nc2ccc(Cl)cc2)c1[N+](=O)[O-]	11.6	17.6
O=C(OCC(=O)N(C1CCCCC1)C1CCCCC1)c1cnccn1	-9.8	-4.3
Cc1ccc(S(=O)(=O)N2CCOCC2)cc1C(=O)NC1=NCCS1	-0.9	-5.1
CCOc1ccc(C(=O)NC(C(=O)NCc2ccccn2)C(C)C)cc1 (stereo not given)	-5.1	7.6
COc1ccc(/C=N/Nc2nncn2N)cc1Br	-10.0	15.3

An excerpt from above in order of number of heavy atoms, low to high:
molecule	TAG inh DAPI viability	TAG inh
O=C(CCC(=O)NC1CCCCC1)Nc1cccnc1	-4.6	3.7
COc1ccccc1C(=O)NNC(=O)c1ccc(Br)cc1	4.3	-10.1
O=C(Nc1ccc(N2CCN(C(=O)c3ccc(Cl)cc3)CC2)cc1)c1ccc([N+](=O)[O-])o1	-78.9	116.3
O=C(C1=C[C@H](c2csc3ccccc23)C[C@H](OCc2ccc(CO)cc2)O1)N1CCN(Cc2ccc3c(c2)OCO3)CC1	3.6	2.1

(continued)
molecule	TAG inh DAPI viability	TAG inh
CC(C(=O)N1CCN(c2ccccc2)CC1)N1C(=O)C2CC=CCC2C1=O (stereo not given)	-3.9	1.6
CCOC(=O)C(=O)N1CCC(C(=O)OC)CC1	-4.9	-7.6
CCCCc1ccc(NC(=S)N2CCCC2)cc1	0.8	-9.9
Cc1ccc(N(Cc2ccccc2)C(=O)CN2C(=O)NC3(CCCC3)C2=O)cc1	4.7	-15.1
COc1ccccc1NC(=O)N1CCN(c2ccc3nncn3n2)CC1	-3.8	2.7
CCO[C@@H]1OC(C(=O)O)=C[C@H](c2ccc(C(F)(F)F)cc2)[C@H]1CCCO	-6.3	9.5
Cc1onc2c(=O)n(-c3ccccc3)nc(-c3ccccc3)c12	-3.8	-5.4
CCCOc1ccc(/C=C/C(=O)N2CCN(C(=O)c3ccco3)CC2)cc1OC	-3.8	10.4
COc1ccccc1-n1nnnc1SCc1cc2c(cc1Br)OCO2	-14.6	-16.9
COc1ccc(OC)c(C(O)c2ncc(-c3ccccc3Cl)[nH]2)c1 (stereo not given)	1.6	-4.8
C=CCN1C(=O)C(=O)N(CC(=O)NCC(=O)Nc2ccc(F)c(F)c2F)C1=O	0.4	-34.9
CCOc1ccc(-c2[nH]nc3c2C(c2cccnc2)C(C#N)=C(N)O3)cc1 (stereo not given)	-4.2	-0.2
COc1cccc(CN2CCNC(=O)C2CC(=O)NCc2cn3ccccc3n2)c1OC (stereo not given)	-9.0	1.4
CC(C)Cn1c(N)c(C(=O)COC(=O)c2ccc([N+](=O)[O-])o2)c(=O)n(C)c1=O	-74.3	97.5
Cc1ccc(NC(=O)COc2ncnc3cc([N+](=O)[O-])ccc23)cc1S(=O)(=O)N1CCOCC1	-5.9	-0.8
Cc1cccc(NC(=O)CCN2CC(C)CC(C)C2)c1 (stereo not given)	5.2	3.0
N#Cc1nc(Cc2cccc3ccccc23)oc1NCCCn1ccnc1	2.7	-8.4
CNC(=O)Cn1nc(C)c(S(=O)(=O)N2CCOCC2)c1C	4.4	-0.5
